# Screens: PubChem BioAssay, several laboratories
# CAL PDZ FP-1: untagged CAL PDZ binding inhibitors, primary screen, biochemical, fluorescence polarization, HTS | Golgi-associated PDZ and coiled-coil motif-containing protein (Homo sapiens), Q9HD26 | purified CAL PDZ, TMR-peptide fluorescence polarization, 1 h | inhibition, % at 24.9 µM | hit rate 0.92% among 300,000 | AID 602252, 2012;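 active means mean inhibition of at least 30% with at least half of replicates also reaching 30%; inconclusive means no clear call, values can overlap the other calls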;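 further: 0% = DMSO neutral control and 100% = excess unlabeled competitor peptide PRC23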
# dFosB activator: activators of delta FosB homodimer, primary screen, biochemical, fluorescence polarization, TAMRA-CDK5 oligo, single point; Protein FosB (Mus musculus), P13346; purified delta FosB; percent of positive-control signal above neutral wells; activation, % at 25 µM; hit rate 0.99% among 340,000; AID 493131, 2011;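 active means mean activation above about 17%, with every replicate also reaching it, limit read from the data, passing the limit was not always enough; inconclusive means only one of the two conditions met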;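 further: fluorescence polarization rise as delta FosB binds a TAMRA Cdk5 AP-1 oligo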
# Target sequence (P13346 whole entry, looked up): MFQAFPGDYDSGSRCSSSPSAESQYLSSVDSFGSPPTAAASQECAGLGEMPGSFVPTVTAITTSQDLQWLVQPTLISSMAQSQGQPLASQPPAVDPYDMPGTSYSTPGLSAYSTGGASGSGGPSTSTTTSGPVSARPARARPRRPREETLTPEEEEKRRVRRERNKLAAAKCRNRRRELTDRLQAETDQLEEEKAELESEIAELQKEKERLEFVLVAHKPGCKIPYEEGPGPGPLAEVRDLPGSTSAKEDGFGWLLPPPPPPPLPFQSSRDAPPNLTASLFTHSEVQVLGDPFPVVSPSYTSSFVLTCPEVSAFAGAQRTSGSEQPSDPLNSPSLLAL
# MITF TRPM1 HTS: activators of MITF-driven TRPM1 promoter reporter, primary screen, cell-based, SK-MEL-5, luciferase, single point | hit rate 0.75% among 300,000 | activation, % at 12.5 µM | SK-MEL-5 TRPM1-promoter luciferase, 24 h; % of positive control, neutral wells = 0;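 active means mean activation of at least 80% with every replicate also reaching 80%; inconclusive means mean reaches 80% but some replicate falls short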;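 further: 0% = neutral control wells and 100% = parthenolide positive control wells; values of inactives mirror those of a sister screen read the other way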
# Tat transport: E. coli Tat export inhibitors, primary screen, MC4100, TorA-mCherry reporter, fluorescence, single point. inhibition, % at 10 µM. AID 488895, 2010. hit rate 0.036% among 340,000;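 active means mean replicate inhibition at least 50% and at least half of replicates individually reaching 50%; inconclusive means only one of the two criteria met; inactive means neither criterion met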;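 further: exported cargo escapes ClpAP degradation while cytoplasmic cargo is degraded and loses fluorescence; 0% = median of neutral control wells and 100% = median of NaSCN control wells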
# CAL PDZ FP-2: CAL PDZ peptide-binding inhibitors, primary screen, biochemical, fluorescence polarization, Cer-tagged CAL PDZ, HTS. Golgi-associated PDZ and coiled-coil motif-containing protein (Homo sapiens), Q9HD26. purified CAL PDZ, TMR-peptide fluorescence polarization, 1 h. inhibition, % at 20 µM. hit rate 0.02% among 330,000. AID 504414, 2011;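 active means highest replicate inhibition of at least 40%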;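 further: plate controls were DMSO neutral control wells for no effect and unlabeled competitor peptide control wells for full effect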
#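 Material: tagged CAL PDZ domain; buffer or medium: 25 mM sodium phosphate pH 7.4, 150 mM NaCl, TCEP, IgG, Thesit; compound dosing: single point, 20 µM; schedule: 1 h incubation at room temperature before polarization reading; measured by: FP readout, S and P plane fluorescence; read-out basis: percent inhibition from loss of millipolarization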
# cardiac RTF act: cardiac RTF calcium sensitivity activators, primary screen, biochemical, IANBD-TnC fluorescence, EC20 calcium. Troponin I, cardiac muscle (Homo sapiens) + Troponin T, cardiac muscle (Homo sapiens) + …. IANBD-labeled TnC RTF fluorescence at EC20 calcium; 0% EC20 calcium, 100% full calcium. activation, % at 7.2 µM. hit rate 0.24% among 340,000. AID 493008, 2010;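 active means activation above the mean over all tested compounds plus 3 SD, cut at about 30% in these data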;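 further: rise in fluorescence read as greater calcium sensitivity of cardiac thin filaments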
# V-ATPase pH: regulators of yeast V-ATPase proton pumping, primary screen, pHLuorin cytosolic pH fluorescence; S. cerevisiae; response, % at 10 µM; hit rate 0.37% among 350,000; AID 504577, 2011; in the data active means response mostly above about 7.3%, no sharp cut-off; inactive means mostly below about 5.4%; further: actives read high; inactives centre near 0; some compounds called inactive have numbers as strong as hits; reference of the scale not given here
# Rtt109 Vps75: inhibitors of C. albicans Rtt109/Vps75 HAT, primary screen, biochemical, ThioGlo CoA-SH fluorescence, plate reader; inhibition, % at 34.9 µM; Histone acetyltransferase RTT109 (Candida albicans (strain SC5314 / ATCC MYA-2876)), …; AID 540336, 2011; hit rate 0.16% among 330,000; purified Rtt109/Vps75, 4 h;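 active means inhibition of at least 50% in every replicate; inconclusive means best replicate reaches 50% inhibition but some replicates fall short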
# Target sequence (Q5AAJ8 whole entry, looked up): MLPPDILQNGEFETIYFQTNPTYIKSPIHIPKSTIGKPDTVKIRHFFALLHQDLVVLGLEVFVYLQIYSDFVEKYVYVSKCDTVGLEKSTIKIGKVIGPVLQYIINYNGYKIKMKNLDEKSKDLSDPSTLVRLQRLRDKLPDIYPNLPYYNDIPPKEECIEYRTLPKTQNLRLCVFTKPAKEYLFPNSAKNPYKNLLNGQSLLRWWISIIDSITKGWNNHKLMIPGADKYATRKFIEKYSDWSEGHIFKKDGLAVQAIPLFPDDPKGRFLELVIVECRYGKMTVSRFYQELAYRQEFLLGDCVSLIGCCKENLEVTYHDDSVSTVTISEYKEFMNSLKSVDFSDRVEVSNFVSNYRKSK
# Wnt bcat act: Wnt/beta-catenin pathway activators, primary screen, cell-based, plate reader, single point; Wnt/beta-catenin reporter cell assay, activator; activation, % at 9.35 µM; hit rate 1.2% among 300,000; AID 743398, 2014; in the data active means activation above about 30%, passing the limit was not always enough; inconclusive means no clear call, values can overlap the other calls;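 further: 0% = neutral control wells and 100% = positive control wells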
# CDK5 inh: inhibitors of human CDK5/p35 kinase, primary screen, biochemical, single concentration; Cyclin-dependent kinase 5 (Homo sapiens) + Cyclin-dependent kinase 5 activator 1 (Homo …; Recombinant CDK5/p35, ADP-Glo luminescence, 60 min; inhibition, % at 10 µM; hit rate 0.01% among 330,000;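 active means highest replicate inhibition of at least 50% and at least 75% of replicates reaching 50%; inconclusive means only one of the two criteria met; inactive means both criteria failed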;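 further: plate controls were DMSO neutral control for no effect and GW8510 at 10 µM for full effect; many of its hits are not listed in these tables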
# Numbers without * were called inactive; ? = inconclusive; / = no result given. Hits appear at their usual frequency (roughly 4.1% active in at least one column).
SMILES,CAL PDZ FP-1,dFosB activator,MITF TRPM1 HTS,Tat transport,CAL PDZ FP-2,cardiac RTF act,V-ATPase pH,Rtt109 Vps75,Wnt bcat act,CDK5 inh
COc1ccc(Br)c(C(=O)NNC(=O)c2ccc(NS(=O)(=O)c3cccs3)cc2)c1,/,0.1,0.6,6.1,-0.6,-3.2,7.1,-10.3,-2.0,0.2
Cc1cc(C)cc(C(=O)N2CC(C)OC(C)C2)c1 (stereo unspecified),/,-5.0,0.6,-6.0,-0.6,0.2,-0.3,-8.8,/,-5.2
C/C(=N\O)C(C)(C)NC(=O)Nc1ccc(Cl)cc1,-5.1,-1.6,11.9,18.4,0.1,-3.4,-1.9,-5.2,-1.2,2.2
N#Cc1ccccc1OCC(=O)OCC(=O)NC1CCCCCC1,0.4,-4.7,-7.1,-2.2,0.6,-1.3,-0.4,-0.6,2.7,0.7
O=C(Nc1ccccc1C(F)(F)F)c1ccc(CN2CCC(Cc3ccccc3)CC2)cc1,-6.1,12.2,8.3,7.8,/,-3.2,-1.5,-2.7,/,0.0
CCOC(=O)c1c(C)[nH]c(C(=O)O)c1C,-1.0,6.1,14.7,-3.9,0.0,2.6,-3.8,-1.9,/,-1.5
COc1ccc(C(=O)c2cc3ccc(O)cc3oc2=O)cc1,-3.5,-8.4,-0.3,-4.3,-2.5,0.5,4.2,29.6,0.6,6.0
O=S(=O)(NCC1CCN(S(=O)(=O)c2ccccc2)CC1)c1ccccc1,1.8,-3.2,0.1,-5.2,-0.7,-3.8,3.4,2.4,-2.8,0.7
NS(=O)(=O)c1ccc(CNC(=S)NCc2ccc(Cl)cc2)cc1,-6.0,-9.4,-6.5,0.3,-1.5,-3.8,0.2,12.3,/,-0.7
CC(=O)N1CCN(C(=O)c2oc3ccccc3c2C)CC1,0.7,-4.6,2.3,-5.9,-3.0,-1.4,-2.4,2.4,-6.0,-0.3
CCOC(=O)CN1C(=O)CC(c2ccc([N+](=O)[O-])cc2)C1=O (stereo unspecified),-2.0,-2.9,-9.2,-1.0,-0.4,-3.3,2.5,-1.5,-0.6,0.3
COc1ccc(/C=C/c2c([N+](=O)[O-])c(=O)n(C)c(=O)n2C)c(OC)c1,-7.2,1.0,-2.5,0.6,-0.3,2.6,-1.6,11.8,-0.3,3.1
COc1ccc(NS(=O)(=O)c2c(C)[nH]c(=O)[nH]c2=O)c(OC)c1,0.8,3.7,/,-4.9,-0.4,-0.9,4.3,/,20.2,0.0
C/C(=N\Nc1cc(-c2ccccc2)nc(-c2ccccc2)n1)c1ccc(O)c(C)c1,4.6,-13.3,-6.8,5.1,0.1,0.7,4.6,2.1,-2.0,0.2
O=C(c1ccccc1F)N1CCN(c2ccc([N+](=O)[O-])c(N3CCOCC3)c2)CC1,-3.5,-8.5,-11.2,1.1,-2.8,2.7,0.0,5.4,-1.0,-0.5
O=c1cc2c(n[nH]1)CCCC2,1.8,-3.3,8.7,-3.6,-1.0,0.9,-4.5,-3.5,/,-0.3
CCc1ccc(OC)c(S(=O)(=O)Nc2ccccc2C)c1,-1.4,-0.9,1.2,1.1,-0.5,6.2,-0.6,8.7,-2.8,-1.7
Cc1ccc(OCn2c(=O)sc3ccccc32)cc1,/,-11.0,74.1,-3.9,-2.4,-6.0,6.1,10.0,16.8,-0.3
Cc1ccccc1CN1C(=O)/C(=C\c2ccc(C(=O)NCCN3CCOCC3)cc2)Sc2ccccc21,-3.1,5.5,5.4,7.9,-3.1,-7.3,-2.7,12.6,-1.3,2.0
CCOc1cc(/C=C\[N+](=O)[O-])ccc1OCC(=O)N1CCOCC1,-0.8,-7.3,-93.0,-1.9,0.0,-0.1,10.2,-0.4,0.3,-1.0
Cc1onc(-c2c(Cl)cccc2Cl)c1COC(=O)c1ccc(Cl)cc1,6.9,-4.5,/,-7.7,-1.2,-6.7,4.5,2.1,-0.6,0.4
COC(=O)C1=C(C)N(CCCC(=O)O)C(=O)NC1c1cccc(OC)c1 (stereo unspecified),-2.6,-2.2,5.9,5.5,-0.6,0.2,-2.1,2.3,3.7,-2.8
CCOC(=O)C(C)Oc1ncnc2cccc(F)c12 (stereo unspecified),-4.1,1.1,-4.8,-1.2,-2.4,-2.1,-0.8,0.6,/,1.5
CCc1ccc(C2CC(c3cccc(OC)c3)n3nc(N)nc3N2)cc1 (stereo unspecified),/,-8.2,17.2,19.3,0.1,7.4,0.0,8.5,-3.9,0.2
CCCc1nnc(SCC(=O)NC2CC2)n1C,/,0.8,9.6,-4.3,-0.1,1.1,-3.3,23.9,-0.6,0.9
SMILES,CAL PDZ FP-1,dFosB activator,MITF TRPM1 HTS,Tat transport,CAL PDZ FP-2,cardiac RTF act,V-ATPase pH,Rtt109 Vps75,Wnt bcat act,CDK5 inh
COc1ccccc1OCc1nnc(SCC(=O)NCc2ccco2)n1Cc1ccco1,-2.8,-7.7,-9.2,-2.5,-1.1,2.7,-1.8,8.5,-1.8,-0.5
Cc1cc(C)c(C)c(OCCOCCN2CCOCC2)c1,-4.1,-3.2,3.2,9.0,-0.7,-4.8,-0.4,4.9,/,-1.4
CC(=O)c1ccc(S(=O)(=O)N(C)CC(=O)Nc2cccc(S(=O)(=O)N3CCCC3)c2)cc1,-0.7,-7.0,/,-6.4,-1.1,-2.0,-3.2,2.2,3.4,0.2
COC(=O)CSc1nc(N)c(C#N)c(-c2ccco2)c1C#N,-3.0,-7.6,/,-6.9,-0.7,0.6,3.6,-12.1,-2.6,1.2
CC(=O)OCC1OC(n2ncc(=O)n(Cc3ccccc3)c2=O)C(OC(C)=O)C1OC(C)=O (stereo unspecified),4.0,-5.6,-5.3,-0.9,-2.7,8.2,-2.0,0.4,-5.4,-0.6
O=C(O)c1ccccc1CSc1ncccc1C(=O)O,1.8,1.3,-3.1,-5.4,-0.3,-1.7,-3.4,-10.9,-0.2,-0.2
Cc1ccc(C(=O)NCC(=O)OC(C)C(=O)Nc2ccccc2[N+](=O)[O-])s1 (stereo unspecified),15.6,-3.6,15.0,-5.7,-0.9,5.5,-2.0,-3.0,2.4,-1.8
O=C(Oc1ccccc1)c1cccc(N2C(=O)CCC2=O)c1,-1.6,1.1,3.6,1.8,-2.1,-1.2,-3.8,-2.3,/,1.0
COC(=O)c1ccc(Cn2nc(-c3ccc(C)c(C)c3)ccc2=O)cc1,-4.6,-8.6,7.0,-4.8,-0.8,-1.2,-0.9,2.9,0.7,-0.1
O=C(CN(C(=O)CCC(=O)Nc1nccs1)c1ccc(F)cc1)NCC1CCCO1 (stereo unspecified),0.4,-5.7,/,-0.4,-0.1,6.0,0.2,-5.7,-1.8,-0.1
CC1(C)CC(=O)c2sc(NS(=O)(=O)c3ccc(F)cc3)nc2C1,-1.4,0.1,1.8,0.4,-0.8,-2.1,2.5,4.2,2.6,-0.4
Cc1ccc(C(=O)NCCc2ccncc2)cc1,/,2.9,49.8,5.7,0.8,-2.2,0.8,-3.9,/,1.6
CC1CCCCC1NC(=O)CCNS(=O)(=O)c1ccc(Cl)cc1 (stereo unspecified),-1.7,-5.7,-1.0,2.6,-1.0,4.0,0.1,-7.4,-3.0,2.1
COC(=O)C1=C(C(=O)OC)N2C=CC=CC2(C)C(C(=O)OC)=C1C(=O)OC (stereo unspecified),-1.8,-6.8,11.2,1.2,0.1,3.4,-2.3,-5.8,0.1,-0.3
COc1cccc(NC(=O)CC2(CC(=O)O)CCCC2)c1,0.4,0.0,/,8.8,-1.8,-3.1,0.6,/,-0.3,-0.5
O=[N+]([O-])c1ccc2c(c1)nc1n2CCN(C2CCCCC2)C1,-6.9,-10.6,?,-8.7,-1.8,3.1,-1.7,-4.1,7.3,-1.6
C=CC[C@@H](Cc1ccc(F)cc1)C(=O)OC[C@@H]1CCCN1C(=O)[C@@H](CC=C)CC(=O)NCCO,0.1,2.0,-0.8,-9.7,0.2,-2.0,1.2,-8.1,-2.6,0.8
COC(=O)c1c(N2C(=O)[C@H]3[C@@H](C2=O)[C@]2(C(=O)Nc4c(C)cc(C)cc42)N2CCC[C@@H]32)sc(C)c1C,65.5*,-32.1,-0.1,-3.4,0.2,3.9,-0.7,/,-1.4,-1.1
Cc1ccc(-n2cc(CNCCCn3ccnc3C)c(-c3ccc(F)cc3)n2)cc1,-1.9,-24.2,-70.0,19.3,-2.9,1.7,-0.5,6.8,0.0,-0.6
Cc1c(NC(=O)C(C)C)cccc1-c1nc2ncccc2o1,-3.1,-0.1,3.6,-4.2,-0.2,-0.6,1.0,-4.1,1.6,0.8
CCNC(=O)NC1(C(=O)Nc2ccc3c(c2)CCC3)CCCCC1,-7.7,-4.4,-0.2,-4.9,/,1.8,3.3,-2.1,-2.5,-0.5
C=CCn1c(C)cc(C(=O)COC(=O)/C=C/c2ccc(OC)cc2)c1C,2.2,-3.1,10.2,12.6,-16.5,3.4,-5.2,5.7,0.0,0.5
CNC(=O)CC1C(=O)N(Cc2ccccc2)C(=S)N1NC(=O)c1cccc(F)c1 (stereo unspecified),-2.4,-5.6,0.6,-2.2,-1.8,-1.6,1.8,4.6,-1.9,-0.4
O=S1c2ccccc2Nc2ccccc21,-1.5,2.3,1.8,-8.8,1.9,-0.7,2.8,-2.1,-3.2,-1.3
N#CC(Nc1ccccc1)c1ccccc1OCc1ccccc1 (stereo unspecified),-1.6,-3.9,/,-7.7,11.3,-1.3,1.6,6.9,/,-1.2
COc1ccc(Nc2nc3ccccc3c(=O)s2)c(OC)c1,1.3,1.8,2.5,1.6,/,0.8,-3.6,2.9,/,1.7
O=C(CCNC(=O)OCc1ccccc1)NC1CCCCCC1,-1.6,2.7,0.2,-2.3,1.5,-0.6,1.8,11.4,-1.4,2.1
COc1ccc(C(=O)N2CCCC(CCC(=O)NCc3ccc(F)c(F)c3)C2)cc1F (stereo unspecified),-2.0,0.9,9.0,-5.2,-1.0,3.0,-0.5,-4.5,-1.9,1.8
